# High-throughput results deposited in PubChem by PCMD.
# CatS inh: inhibitors of human cathepsin S. recombinant cathepsin S, AMC dipeptide fluorescence, pooled mixtures. inhibition, %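 (tested at 5 µM per compound within 10-compound mixtures)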. 62,000 tested, 0.06% active. AID 501; in the data active = inhibition above about 32%, passing the limit was not always enough; inconclusive = no clear call, values can overlap the other calls;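 also: 0% = enzyme without compound and 100% = blank without enzyme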
# Target sequence (P25774 115-331 limits assumed): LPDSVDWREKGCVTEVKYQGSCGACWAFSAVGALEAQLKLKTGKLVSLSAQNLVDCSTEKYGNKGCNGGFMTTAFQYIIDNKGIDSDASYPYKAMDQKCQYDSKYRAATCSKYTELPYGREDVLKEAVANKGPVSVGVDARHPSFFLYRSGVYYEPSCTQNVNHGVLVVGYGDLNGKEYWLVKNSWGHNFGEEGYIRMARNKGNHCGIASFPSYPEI
# C1s block: human complement C1s inhibition. purified C1s, fluorogenic AMC substrate, pooled mixtures. AID 538. mean inhibition % of two 10-compound mixtures (active compounds read high), % at 5 µM (by protocol). 62,000 tested, 0.16% active. P09871;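 active = inhibition above 20% in each of the two 10-compound mixture wells holding the compound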;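 also: 0% = enzyme wells lacking compound mixture and 100% = no-enzyme blank wells; some compounds called inactive have numbers as strong as hits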
# CatL inh: inhibitors of human cathepsin L; purified cathepsin L, fluorogenic substrate, fluorescence; inhibition, %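 (tested at 10 µM)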; 58,000 tested, 0.17% active; AID 460; in the data active = inhibition above about 45%;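 also: 0% = enzyme with no compound and 100% = no enzyme blank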
# Target sequence (P07711 114-288 limits assumed): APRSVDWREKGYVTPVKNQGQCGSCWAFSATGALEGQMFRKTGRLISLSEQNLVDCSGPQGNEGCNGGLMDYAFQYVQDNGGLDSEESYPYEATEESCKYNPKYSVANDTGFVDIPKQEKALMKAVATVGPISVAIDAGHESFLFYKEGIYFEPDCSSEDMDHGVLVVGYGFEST
# Target sequence (P07711 292-333 limits assumed): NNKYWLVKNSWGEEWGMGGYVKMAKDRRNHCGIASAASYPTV
# CatB block: blocks human cathepsin B protease activity. P07858. purified cathepsin B, fluorogenic substrate, fluorescence. inhibition, %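 (tested at 10 µM)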. 63,000 tested, 0.1% active; in the data active = inhibition above about 21%;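 also: 0% = enzyme with no compound and 100% = no enzyme blank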
# AP complement: orthogonal test for alternative complement pathway inhibitors | 62,000 tested, 0.08% active | AID 1235 | inhibition, % at 5 µM | Human serum alternative complement pathway, LPS-coated ELISA, C3 deposition; tested in compound mixtures;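 active = inhibition above 30% in each of the two pooled mixtures holding the compound, so the lower value exceeds 30%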;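 also: 0% = serum in Mg-EGTA without compound and 100% = EDTA serum blank; some compounds past the cut are filed as inactive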
#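 Test system: human serum complement alternative pathway, C3 deposition onto LPS / Medium: Mg2+-EGTA GVB++ buffer containing human serum at 1:15 dilution / Probe or stimulus: Plate-bound LPS / Times: 1 h at 37 °C / Signal: ELISA with HRP anti-human C3 antibody, TMB substrate, absorbance 450 nm / Measure: percent inhibition / Repeats: two pool placements per compound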
# FXIa inh mix: inhibitors of human coagulation factor XIa, pooled mixtures. purified FXIa, fluorogenic substrate. 62,000 tested, 0.19% active. inhibition, % at 5 µM;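 also: each value is inhibition by a whole ten-compound pool holding the compound; 0% = enzyme with no mixture and 100% = wells lacking enzyme; strong numbers were not always called active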
# FXIIa mix inh: blocks human factor XIIa in pooled compound mixtures; inhibition, % at 5 µM; AID 684; P00748; purified FXIIa, fluorogenic substrate; 62,000 tested, 0.2% active;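 also: 0% = enzyme without compound and 100% = no enzyme blank; some results filed as inactive read as strong as hits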
# CatB mixtures: human cathepsin B inhibition by mixtures | 62,000 tested, 0.06% active | P07858 | Purified cathepsin B, AMC dipeptide fluorescence, compound mixtures | inhibition, %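 (ten-compound pools at 5 µM per compound and 50 µM total)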; in the data active = inhibition above about 22%, passing the limit was not always enough; inconclusive = no clear call, values can overlap the other calls;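 also: 0% = enzyme without compound and 100% = no enzyme blank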
# CatG inh: inhibitors of human cathepsin G | P08311 | purified enzyme, AMC-tetrapeptide fluorescence, pooled mixtures | inhibition, % at 5 µM (by protocol) | 62,000 tested, 0.2% active;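 active = inhibition above 20% in each of the two mixture wells holding the compound; inactive = inhibition of 20% or less in either well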;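 also: 0% = enzyme control without mixture and 100% = blank lacking enzyme; strong numbers were not always called active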
# Target sequence (P08311 21-244 limits assumed): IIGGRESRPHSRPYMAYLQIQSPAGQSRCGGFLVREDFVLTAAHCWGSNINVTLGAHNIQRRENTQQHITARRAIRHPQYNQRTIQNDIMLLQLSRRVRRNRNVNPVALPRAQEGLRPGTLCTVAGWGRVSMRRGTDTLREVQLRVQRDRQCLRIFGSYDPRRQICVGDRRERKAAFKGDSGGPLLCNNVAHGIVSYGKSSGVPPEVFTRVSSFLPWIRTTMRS
# * = called active by the depositor; ? = inconclusive; nt = not tested or not shown. Rule as the data show it, unless noted: active = inhibition above about 20% (passing the limit was not always enough); inactive = the rest.
SMILES,CatS inh,C1s block,CatL inh,CatB block,AP complement,FXIa inh mix,FXIIa mix inh,CatB mixtures,CatG inh
CCCC(=O)Nc1ccccc1NC(=O)CN(C)S(=O)(=O)c1ccc(C)cc1,16,7,-1,4,-10,-2,-2,4,6
CCOC(=O)c1cc(C)n(CCCN2CCOCC2)c1C,0,14,6,3,7,4,3,3,11
O=C(O)CSc1nnc(C2COc3ccccc3O2)n1-c1ccccc1 (centres undefined),13,-5,23,-1,6,3,-1,5,5
COc1ccc(C2C3=C(CC(C)(C)CC3=O)Nc3c2c(=O)[nH]c(=O)n3Cc2ccccc2)cc1 (centres undefined),-6,-3,2,0,1,9,-2,-1,-4
CCOc1ccc2[nH]c(=O)c(C(c3nnnn3C3CCCCC3)N3CCN(CC)CC3)cc2c1 (centres undefined),-10,-10,-17,-1,17,10,-18,-3,1
O=C(c1ccc2snnc2c1)N1CCSCC1,-7,11,-3,2,29,4,4,2,7
CCOC(=O)N1CCN(C(=O)c2ccc(CS(=O)(=O)c3c(Cl)cccc3Cl)o2)CC1,-10,-8,12,11,-9,-35,4,-12,-15
CCOC(=O)c1c(N)sc(C(=O)N2CCCCCC2)c1C,11,-21,29,6,-3,1,12,3,-8
CCc1nc(SCC(=O)N2CCN(c3ccccc3)CC2)c2c(=O)n(C)c(=O)n(C)c2n1,-2,-9,nt,-1,9,10,-2,1,-2
COc1ccc2c(c1)c(C(=O)N1CCN(C)CC1)c(C)n2-c1ccccc1,-5,9,nt,2,20,8,-1,5,9
C=CCc1c(C)nc(SC)nc1Nc1ccc(C(=O)O)cc1,4,-3,43,-1,13,7,-2,8,-37
COC(=O)CSc1nc(NC(C)C)nc(N2CCOCC2)n1,12,10,13,4,0,7,-19,1,10
Cc1cc(=O)c2c(O)c(O)ccc2o1,5,1,6,0,8,11,6,-2,1
COc1ccc(OC)c(NC(=O)c2cc3sccc3n2C)c1,-1,1,-5,0,16,-1,9,2,6
COc1cccc2cc(C(=O)C3=C(O)C(=O)N(CCN(C)C)C3c3ccc(F)cc3)oc12 (centres undefined),-3,12,8,5,1,7,9,0,6
CCCOC(=O)CSc1nnc(-c2ccc(Cl)cc2Cl)o1,?,-21,nt,2,3,1,-1,-2,-3
O=C(NCCC1=CCCCC1)C1CCN(S(=O)(=O)c2cccc3nonc23)CC1,11,2,3,-2,1,3,2,3,0
c1ccc(-c2nnc(OCCN3CCOCC3)c3ccccc23)cc1,3,-11,2,-3,3,9,6,2,4
Oc1ccc(Cl)cc1/C=N/c1nccs1,-14,0,-1,nt,10,1,8,2,-4
Cc1cccc(OCC(=O)Nc2cc(C)ccc2O)c1,8,6,7,4,5,13,-3,2,3
Cc1cc2ncn(C(=O)N3CCOCC3)c2cc1C,1,-13,4,6,0,-5,3,0,-3
O=C(c1cccs1)N1CCN=C1SCc1cccnc1,0,0,-1,0,8,23,-12,2,38
Nc1nsc2ccccc12,-4,4,nt,-4,5,6,-16,3,-1
CCOC(=O)COc1c(OC)cc(Cl)cc1C1NC(=O)NC(C)=C1C(C)=O (centres undefined),1,5,24,3,6,2,6,4,11
O=C(Nc1nccs1)C1CCCN1S(=O)(=O)c1cccc2cccnc12 (centres undefined),5,4,nt,0,0,0,1,0,2

# Record cards, as listed above. Screens in order: CatS inh, C1s block, CatL inh, CatB block, AP complement, FXIa inh mix, FXIIa mix inh, CatB mixtures, CatG inh
# Cc1cc(=O)c2c(O)c(O)ccc2o1 is entered as 5, 1, 6, 0, 8, 11, 6, -2, 1
# COc1ccc(OC)c(NC(=O)c2cc3sccc3n2C)c1 is entered as -1, 1, -5, 0, 16, -1, 9, 2, 6
# CCc1nc(SCC(=O)N2CCN(c3ccccc3)CC2)c2c(=O)n(C)c(=O)n(C)c2n1 is entered as -2, -9, nt, -1, 9, 10, -2, 1, -2
# O=C(O)CSc1nnc(C2COc3ccccc3O2)n1-c1ccccc1 (centres undefined) is entered as 13, -5, 23, -1, 6, 3, -1, 5, 5

# Additional results follow:
SMILES,CatS inh,C1s block,CatL inh,CatB block,AP complement,FXIa inh mix,FXIIa mix inh,CatB mixtures,CatG inh
O=C(COC(=O)c1ccc(S(=O)(=O)N2CCOCC2)cc1)NC1CCCCCC1,3,6,-9,9,24,-7,2,3,6
COc1ccc(C2CC(=O)Nc3ccccc3S2(=O)=O)cc1OC (centres undefined),0,-2,4,1,22,1,6,2,6
Cc1[nH]nc2c1C(c1ccc(OC(=O)c3ccco3)cc1)C(C#N)=C(N)O2 (centres undefined),-3,3,1,4,18,14,4,2,9
On1cnnc1-c1ccccc1,5,5,18,1,0,3,7,2,-7
O=c1ccc2c(o1)/C(=C/C=C(Cl)Cl)CCC2,5,-6,0,-2,12,-1,7,1,-1
COc1cc2c(cc1OC)CN(Cc1nc3ccsc3c(=O)[nH]1)CC2,2,1,-5,-2,11,5,11,7,3
Cc1onc(-c2ccccc2Cl)c1C(=O)NCc1nc(-c2ccccc2)no1,-1,5,0,4,17,6,-14,2,8
CC1Cc2ccccc2N1C(=O)COC(=O)Cn1cnc2ccccc2c1=O (centres undefined),15,-29,3,-4,8,9,3,4,1
CCOC(=O)N1CCN(C(=O)COc2ccccc2Cl)CC1,-5,-2,-9,-2,13,5,10,-4,-3
COc1cccc(C2CC(c3ccccc3C)n3nc(N)nc3N2)c1 (centres undefined),-22,-236,22,-1,12,-21,-1,-15,-19
CCOC(=O)c1ccc(NC(=O)CSC2=NC(=O)C(CC)C(=O)N2)cc1 (centres undefined),7,-27,6,5,11,-3,-4,6,-14
CC(C)(C)C1CCc2c(sc(NC(=O)c3cc(C4CC4)on3)c2C#N)C1 (centres undefined),5,9,nt,-2,15,2,-3,3,8
COc1ccc(NC(=O)c2oc3ccc(S(=O)(=O)N4CCC5(CC4)OCCO5)cc3c2C)cc1,-20,-189,-2,3,-5,-31,0,-13,-32
CN(Cc1ccco1)C(=O)Cn1c(=O)oc2cc(S(=O)(=O)NCc3ccccc3)ccc21,-13,14,-1,4,11,2,1,5,15
COC(=O)c1ccc(S(=O)(=O)N2CCCCCC2)cc1,12,5,-2,-2,4,14,9,3,0
CC1=Nn2c(nnc2-c2ccccc2)SC1,-10,1,-3,-1,11,10,11,-4,2
OCc1cn(-c2ccccc2)nc1-c1cccnc1,-3,-6,-6,-3,13,7,3,-8,1
O=C(c1ccc2c(=O)n(C3CCCC3)c(=S)[nH]c2c1)N1CCN(C2CCCCC2)CC1,6,-21,27,5,14,-9,6,-1,2
O=C(c1ccc2c(=O)n(CC3CCCO3)c(=S)[nH]c2c1)N1CCN(c2ccccc2)CC1 (centres undefined),14,-31,6,-7,2,11,0,6,1
COc1ccc(Nc2nnc(Cc3ccc(Cl)cc3)c(=O)[nH]2)c(OC)c1,-4,-11,-10,-6,12,7,10,3,0
CCOc1cccc(-n2nnnc2-c2ccc(OC)cc2)c1,-13,0,-3,5,5,3,5,-6,4
Fc1ccc(Cn2nnnc2C(c2cccs2)N2CCCCCC2)cc1 (centres undefined),6,7,14,2,-7,-2,2,2,8
COc1ccc(CNC(=O)C(c2ccco2)N(Cc2cccs2)C(=O)Cc2cccs2)cc1 (centres undefined),-2,14,-1,-1,12,7,-12,4,8
C=CCc1cccc(CNc2nc3ccccc3n2CCC)c1O,1,7,-4,-3,3,3,5,3,-9
CSc1nnc(Cc2cc(=O)[nH]c(=O)[nH]2)n1-c1cc(C)ccc1C,2,3,17,-6,12,8,10,4,-1
# Next entries:
SMILES,CatS inh,C1s block,CatL inh,CatB block,AP complement,FXIa inh mix,FXIIa mix inh,CatB mixtures,CatG inh
CC(NCCC(c1ccccc1)c1ccccc1)c1ccccc1 (centres undefined),13,-4,-3,-2,19,5,-20,-2,5
Oc1ccccc1C1=Nc2ncnn2C(c2ccc(F)cc2)C1 (centres undefined),-4,5,-9,3,-2,6,-7,2,11
O=C(Nc1cccc(Cl)c1)OCc1ccccn1,1,-6,3,3,-9,6,11,-1,2
Cn1c(=O)c2c(nc(NC3CCCCC3)n2CC(=O)C23CC4CC(CC(C4)C2)C3)n(C)c1=O,-1,-5,10,4,6,-2,2,1,6
O=C1c2ccccc2C(=O)N1Cc1nc2ccccc2c(=O)n1CCN1CCOCC1,1,1,-4,-5,10,9,1,15,-1
O=C(Nc1ccc(N2CCCCC2)cc1)c1cncc(Br)c1,11,17,-4,0,10,5,2,4,9
CCOc1ccc(S(=O)(=O)N2CCN(c3ccc(C)cc3C)CC2)cc1,10,-13,22,1,-10,-1,1,2,-11
COCCn1nnnc1C(c1cc2cc(C)ccc2[nH]c1=O)N1CCN(C2CCCCC2)CC1 (centres undefined),5,5,-2,-2,8,11,3,4,-1
CC(O)Cc1nsc(NC(=O)c2cccs2)n1 (centres undefined),2,-22,-3,-1,23,11,5,7,1
CCn1cc(C(=O)N2CCOCC2)c(=O)c2cc(S(=O)(=O)N(C)C3CCCCC3)ccc21,-1,2,-8,1,12,0,-18,-8,7
CCOC(=O)CN(C(=O)CSc1nnc2c(n1)[nH]c1ccc(OC)cc12)c1ccc(F)cc1,-2,0,2,3,13,0,1,-5,4
O=C(Nc1nc2ccccc2n1Cc1ccc(Cl)cc1)c1ccco1,-3,-22,1,-3,15,7,2,2,1
C=C(C)C1CCC(C)=C1COC(=O)Nc1ccccc1 (centres undefined),3,-7,22,0,9,6,3,3,14
CC(=O)Nc1ccn(Cc2c(F)cccc2Cl)n1,-7,-71,1,2,22,-9,2,-1,-2
COCCCNC(=O)CS(=O)Cc1nc(-c2cccc(OC)c2)oc1C (centres undefined),1,24,-4,1,2,6,5,0,-6
C=CCSC1=C(C#N)C(c2ccccc2C)CC(=O)N1 (centres undefined),7,13,8,2,0,3,11,3,12
Cc1cc(C(=O)OCC(=O)Nc2cc(C(F)(F)F)ccc2N2CCOCC2)c(C)o1,-1,-1,1,-2,11,8,-1,-2,1
Cc1nc2ccccc2n1CC(=O)NCc1ccccc1,9,11,13,5,7,8,2,3,8
O=C(NCCOc1ccccc1)c1ccc2c(c1)OCO2,2,8,20,4,1,-1,5,1,7
O=C(Cc1ccccc1)Nc1ccc(NC(=O)C2CC2)nc1,-9,14,-21,0,17,6,4,2,10
CCN(CC)C(=O)CSc1nnc2sc3ccccc3n12,-6,-3,-4,-1,-1,2,-17,2,-6
O=C(NC1=NCCS1)C1CC(=O)N(c2ccccc2)C1 (centres undefined),-1,5,3,-5,0,-1,4,2,-1
CCCOc1cc(CC(=O)NCc2ccco2)ccc1OC,15,-4,26,5,3,-1,-16,2,1
COC(C)(C)c1cc(C(C)(C)C)nc(N)n1,-4,-4,10,1,-3,4,-21,0,10
COc1cccc(CSc2nnc(-c3ccco3)n2C)c1,-2,1,-6,-1,11,0,-11,-1,0
# (more compounds)
SMILES,CatS inh,C1s block,CatL inh,CatB block,AP complement,FXIa inh mix,FXIIa mix inh,CatB mixtures,CatG inh
Cc1cc(C(=O)NC(C)C2CCCO2)cs1 (centres undefined),4,-5,3,-3,-15,-5,5,-1,0
Nc1c(S(=O)(=O)c2ccccc2)c2nc3ccccc3nc2n1Cc1ccco1,-5,-36,-89,-6,10,3,1,2,4
Cc1ccnc2nc(C(=O)OCCOc3ccccc3)nn12,8,4,8,2,-5,8,-4,6,10
O=C1NC(c2cc3c(cc2Cl)OCO3)Oc2ccccc21 (centres undefined),5,1,3,-2,11,10,4,-3,0
CCOC(=O)CC(=O)Nc1nnc(CC(C)C)s1,19,0,19,-1,3,6,5,0,6
COC(=O)C1=C(C)NC(=O)NC1c1cn(-c2ccccc2)nc1-c1cccs1 (centres undefined),3,-14,-4,2,2,3,-2,-2,0
Cc1cn(C2OC(COC(=O)c3ccccc3)C(O)C2O)c(=O)[nH]c1=O (centres undefined),0,12,-12,2,15,5,0,3,7

# The list is partial (hit frequency here may not be typical).
